Bioassay records (PubChem BioAssay)
MITF primary: inhibitors of human MITF; O75030; AID 1259374; inhibition, % at 2.6 µM; AlphaScreen MITF homodimerization, bead proximity signal; 650,000 compounds, 0.91% hits; in the data active = inhibition above about 50%;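 also: 0% = vehicle wells with protein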
Target sequence (O75030 whole entry, looked up): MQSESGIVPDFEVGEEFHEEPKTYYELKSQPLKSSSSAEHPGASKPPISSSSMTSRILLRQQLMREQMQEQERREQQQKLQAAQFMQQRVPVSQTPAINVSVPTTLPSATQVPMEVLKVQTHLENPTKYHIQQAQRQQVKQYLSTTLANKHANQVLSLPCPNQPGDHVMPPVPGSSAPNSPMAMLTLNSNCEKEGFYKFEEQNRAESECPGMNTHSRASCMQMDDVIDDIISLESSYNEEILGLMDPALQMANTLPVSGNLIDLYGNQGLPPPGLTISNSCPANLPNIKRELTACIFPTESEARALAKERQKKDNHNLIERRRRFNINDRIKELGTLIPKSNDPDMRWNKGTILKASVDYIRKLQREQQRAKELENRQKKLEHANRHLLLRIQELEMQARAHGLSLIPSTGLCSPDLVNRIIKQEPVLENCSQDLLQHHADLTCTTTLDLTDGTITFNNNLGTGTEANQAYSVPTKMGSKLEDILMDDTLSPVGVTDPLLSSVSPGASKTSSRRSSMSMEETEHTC
GPR151 activ: human GPR151 activation | Q8TDV0 | PathHunter beta-arrestin GPR151 cells, luminescence | activation, % at 11.2 µM | 650,000 compounds, 1% hits; in the data active = activation above about 4.9%;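 also: 0% = median of compound wells and 100% = cells with positive control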
Target sequence (Q8TDV0 whole entry, looked up): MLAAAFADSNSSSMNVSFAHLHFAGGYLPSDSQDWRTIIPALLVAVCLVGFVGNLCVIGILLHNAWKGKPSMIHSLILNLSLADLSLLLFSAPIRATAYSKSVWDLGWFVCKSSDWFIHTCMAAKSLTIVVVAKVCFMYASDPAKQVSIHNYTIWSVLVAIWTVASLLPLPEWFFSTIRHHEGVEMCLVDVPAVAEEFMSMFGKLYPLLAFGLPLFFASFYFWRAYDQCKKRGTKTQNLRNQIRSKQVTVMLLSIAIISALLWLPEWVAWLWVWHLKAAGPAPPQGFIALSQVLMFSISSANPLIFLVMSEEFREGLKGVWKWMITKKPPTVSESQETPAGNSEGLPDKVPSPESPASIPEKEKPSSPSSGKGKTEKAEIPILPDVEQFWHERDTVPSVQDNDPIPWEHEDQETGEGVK
FBW7 activator: activators of human E3 ligase FBW7; AlphaScreen FBW7–phospho-cyclin E peptide binding, activator screen; normalized activity (activation), % at 26.1 µM; Q969H0; 650,000 compounds, 0.13% hits; in the data active = normalized activity above about 1.9%;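 also: purified mutant Fbw7 with reduced substrate affinity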
TEAD-YAP inh: TEAD-YAP interaction inhibition. HEK-TIYL cells, TEAD-Gal4/YAP UAS-luciferase luminescence. inhibition, % at 9.12 µM. 640,000 compounds, 1.4% hits; in the data active = inhibition above about 32%;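 also: 0% = median of test compound wells and 100% = reference inhibitor wells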
Active calls of the source: *; x = no result given; & = joins results of further samples; ! = a repeat was not active.

| SMILES | MITF primary | GPR151 activ | FBW7 activator | TEAD-YAP inh |
| --- | --- | --- | --- | --- |
| COc1cc(C(=O)OCC(=O)c2ccc([N+](=O)[O-])cc2)cc(OC)c1OC | 27 | -0.5 | 0.2 | -5 |
| COc1cc(CNC(=O)CCCC/C=C/C(C)C)ccc1O | -7&14&-4&16 | 7.6*! | 0.1&-0.1&0.0 | -12&0&-5 |
| CC(C)CNC(=O)C1CCN(Cc2ccccc2Cl)CC1 | 50 | -0.3 | -0.4 | 2 |
| COc1ccc(OC)c(Cc2nnc(CCC(=O)N(C)Cc3ccncc3C)o2)c1 | 4 | 2.6 | 0.1 | -4 |
| O=C1c2cccc(Cl)c2C(=O)c2c1cccc2N1CCOCC1 | 25 | -0.9 | -0.8 | -19 |
| COc1ccc(C)cc1NC(=O)c1cc(-c2ccc(C)s2)nc2ccccc12 | 5 | 1.0 | 0.0 | -1 |
| Cc1cccc(C(=O)NNS(=O)(=O)c2ccc(Cl)cc2)c1 | 2 | -2.0 | 0.6 | -12 |
| Cc1nc(CNC(=O)CC2C(=O)NCCN2Cc2ccc(-c3ccccc3)cc2)sc1C (centres undefined) | -7 | -1.7 | -0.2 | -7 |
| Cc1cccc2c(N3CCCC3)nc(CNS(=O)(=O)c3ccccc3Cl)nc12 | 1 | 0.8 | 0.1 | -9 |
| N#Cc1c(NC(=O)COc2ccc(I)cc2)sc2c1CCC2 | -11 | 0.1 | 0.0 | -5 |
| COc1ccc2oc(=O)c(-c3csc(Nc4ccc(C)cc4Br)n3)cc2c1 | -5 | -1.3 | 0.0 | 7 |
| CC1=C(C(=O)OC(C)C)C(c2ccc(-c3cccc(Br)c3)o2)C(C(=O)OC(C)C)=C(C)N1 | 0 | -0.6 | 0.1 | 8 |
| CCOc1cc(NC(=O)c2ccco2)c(OCC)cc1NC(=O)Cc1cccc(OC)c1 | 13 | 1.5 | 0.0 | -4 |
| Cc1c(Br)c(C(F)(F)F)nn1CC(=O)Nc1sc2c(c1C#N)CCCC2 | 1 | -0.6 | 0.0 | -10 |
| CC[C@H](Cn1nnn(-c2ccccc2)c1=O)NC(=O)c1ccco1 | -7 | 1.2 | 0.0 | 1 |
| COc1ccc(N2CCN(c3ncnc4sc(C(=O)NCc5ccccc5Cl)c(C)c34)CC2)cc1 | 12 | -0.4 | -0.1 | 16 |
| CCc1ccc(S(=O)(=O)N(C(C)=O)c2ccc3oc(C)c(C(C)=O)c3c2)cc1 | 15 | -0.5 | 0.4 | -2 |
| Cc1cccc2c1NC(=O)C2(O)N1CCCC(C)C1 (centres undefined) | -6 | -0.7 | 0.7 | 6 |
| COc1ccc(-c2cc3cc(OC)c(OC)cc3c(Cc3cccc4ccccc34)n2)cc1OC | 3 | 0.2 | 0.0 | 14 |
| CSc1cccc(NS(=O)(=O)c2ccc(C)c([N+](=O)[O-])c2)c1 | -5 | 0.1 | -0.5 | -6 |
| N#C/C(=C\C=C\c1ccco1)C(N)=S | 65* | -1.3 | -0.6 | 0 |
| O=C(c1ccncc1)N1CC[C@@H]2[C@H](CCCN2Cc2ccccc2)C1 | 1 | -0.2 | -0.1 | 6 |
| CC1(C)CC(=O)C2=C(C1)N(c1ccc(F)cc1)C(=O)C2(O)C(F)(F)F (centres undefined) | -8 | 0.4 | -0.1 | 7 |
| C/C(O)=C(/C=Nc1ccccc1)C(=O)Nc1cccc([N+](=O)[O-])c1 | -4 | -1.3 | -0.1 | -1 |
| COc1ccccc1/C=C/CNn1c(-c2cc(OC)c(OC)c(OC)c2)nc2ccccc2c1=O | -3 | -1.3 | -0.2 | -8 |

(further entries)
| SMILES | MITF primary | GPR151 activ | FBW7 activator | TEAD-YAP inh |
| --- | --- | --- | --- | --- |
| CCC(=O)n1nc(-c2ccc(Cl)cc2)nc1NCc1ccccc1 | 4 | 1.0 | 0.1 | -8 |
| COc1ccc2c(c1)CCc1c(C(=O)NCCCn3ccnc3)noc1-2 | -12 | -0.2 | 0.0 | -8 |
| CCCCc1ccc(-n2nnnc2SCC(=O)Nc2sccc2C(N)=O)cc1 | -2 | 0.1 | -0.1 | 37* |
| COc1cc(Nc2cc(C)nc(Nc3ccccc3)n2)cc(OC)c1OC | 2 | 0.9 | -0.1 | 47* |
| COc1cc(CN2CCN(S(=O)(=O)c3ccc(F)cc3)CC2)cc(OC)c1OC | 52* | 1.7 | 0.0 | 6 |
| COC(=O)c1c(N)sc(C(=O)N(C)C)c1C | 4 | 0.4 | -0.1 | 2 |
| Cc1cn2c(=O)c(C(=O)NC(C)(C)CO)cnc2s1 | 5 | -0.9 | -0.2 | 8 |
| CC(C)C(=O)N1CCN(c2ccc(NC(=O)c3cccc(F)c3)cc2)CC1 | -8 | 0.2 | -0.1 | 5 |
| Cn1ccc(C(=O)NC(=S)Nc2ccc(S(=O)(=O)N=C(N)N)cc2)n1 | 4 | 1.6 | 0.2 | 7 |
| O=C(Nc1ccc(F)cc1)c1cccc(S(=O)(=O)Nc2ccccc2)c1 | 7 | 1.3 | 0.0 | 15 |
| COCC(=O)N1CCCc2ccc(NC(=O)NCc3ccc(Cl)cc3)cc21 | -1 | 0.9 | 0.4 | 6 |
| Cc1ccc2[nH]c(=O)c3cc(C(=O)NCCCOC(C)C)sc3c2c1 | 15 | -0.8 | 0.6 | 1 |
| CNC(=O)c1sc(=S)n(-c2ccccc2)c1N | 0 | -0.3 | 0.0 | -3 |
| CCCS(=O)(=O)N1CCCc2cc(NC(=O)NCc3cccc4ccccc34)ccc21 | -1 | 0.1 | -0.2 | 0 |
| Cc1cc(C)c(NC(=O)CSc2nccn2Cc2ccco2)c(C)c1 | -12 | 3.7 | -0.1 | -34 |
| CCCN1CCN(Cc2nc(NCC3CCCO3)c3ccc(Cl)cc3n2)CC1 (centres undefined) | 1 | -0.9 | -0.1 | 5 |
| N#C/C(C(N)=O)=c1/s/c(=C\c2cccs2)c(=O)n1-c1ccc(F)cc1 | 2 | -0.2 | 0.1 | -1 |
| COc1cc(Nc2nc(N)c3ncn(-c4ccsc4)c3n2)cc(OC)c1OC | -8 | -0.9 | -0.1 | 17 |
| COc1ccc(Cl)cc1S(=O)(=O)N1CCN(C(=O)/C=C/c2ccccc2)CC1 | 6 | 0.5 | -0.1 | -1 |
| CCOc1cc(C(=O)N=c2sc3cccc(OC)c3n2C)cc(OCC)c1OCC | 28 | 0.9 | -0.1 | 13 |
| O=C(Cn1nnc2c(cnn2-c2ccc(F)cc2)c1=O)NC1CC1 | 13 | 2.3 | 0.2 | 1 |
| COC(=O)C1=C(C)N=c2s/c(=C\c3ccccc3F)c(=O)n2C1/C=C/c1ccccc1 (centres undefined) | 17 | 1.3 | 0.3 | 8 |
| O=C(CCN(Cc1c(Cl)cccc1Cl)S(=O)(=O)c1ccc(F)cc1)NO | -15 | -1.7 | 0.0 | -11 |
| CCOC(=O)Cn1c(=O)oc2cc(S(=O)(=O)NCc3ccc(F)cc3)ccc21 | 3 | 0.0 | 0.1 | 5 |
| CCOC(=O)c1c(-c2ccc(OC)cc2)oc2ccc(OC(=O)c3ccccc3C)cc12 | 3 | 0.6 | 0.0 | 9 |

Two compounds from above, limited to MITF primary, FBW7 activator and GPR151 activ.
SMILES | MITF primary | FBW7 activator | GPR151 activ
O=C(Nc1ccc(F)cc1)c1cccc(S(=O)(=O)Nc2ccccc2)c1 | 7 | 0.0 | 1.3
COCC(=O)N1CCCc2ccc(NC(=O)NCc3ccc(Cl)cc3)cc21 | -1 | 0.4 | 0.9

Compound profiles (already shown):
Entry for `COCC(=O)N1CCCc2ccc(NC(=O)NCc3ccc(Cl)cc3)cc21` = MITF primary = -1; GPR151 activ = 0.9; FBW7 activator = 0.4; TEAD-YAP inh = 6
Entry for `Cc1cc(C)c(NC(=O)CSc2nccn2Cc2ccco2)c(C)c1` = MITF primary = -12; GPR151 activ = 3.7; FBW7 activator = -0.1; TEAD-YAP inh = -34

More records
| SMILES | MITF primary | GPR151 activ | FBW7 activator | TEAD-YAP inh |
| --- | --- | --- | --- | --- |
| COc1ccc(CC(=O)N2CCc3cc(OC)c(OC)cc3C2COc2ccc(F)cc2)cc1 (centres undefined) | 8 | 0.3 | 0.1 | -18 |
| N#Cc1c2c(c(-c3ccco3)[nH]c1=O)CCCC2 | 13 | 1.3 | -0.1 | 4 |
| O=C(CSc1ncccn1)Nc1nc2c(F)c(F)c(F)cc2s1 | -10 | -1.6 | 0.0 | -2 |
| O=C(NC(=S)NNC(=O)c1ccccc1O)c1cccc([N+](=O)[O-])c1 | 12 | 0.7 | -1.8 | -2 |
| COc1cccc(/C=N/NC(=O)CNc2ccc(I)cc2)c1 | 3 | 1.9 | 0.1 | 4 |
| CCOC(=O)c1c(N2C(=O)C=CC2=O)sc2c1CCC(C)C2 (centres undefined) | -3 | -1.0 | -0.1 | 21 |
| CC1CCCC(C)N1C(=O)COc1ccccc1Cl (centres undefined) | 12 | -0.6 | 0.1 | -10 |
| COC(=O)CCC(=O)N1CCC(Oc2ccc(C(=O)NCCc3ccccc3)cc2)CC1 | -6 | -0.3 | 0.0 | 6 |
| CCOC(=O)C1=C(C)N=c2s/c(=C\c3ccc(-c4ccc([N+](=O)[O-])cc4)o3)c(=O)n2C1c1cccc(OC)c1 (centres undefined) | 7 | 1.4 | 0.1 | -3 |
| O=C(O)C1Cc2c([nH]c3ccccc23)C(c2ccc(Cl)cc2Cl)N1 (centres undefined) | 6 | 0.2 | -0.1 | 1 |
| c1ccc2c(c1)ncn1c3ccccc3nc21 | -3 | -7.0 | 0.0 | -3 |
| Cc1cccc(C=Nc2ccccc2C(N)=O)c1 | -6 | -0.8 | 0.1 | -18 |
| Cc1ccc2oc(-c3ccc(C)c(NC(=O)C4CCCCC4)c3)nc2c1 | 12 | 0.8 | 0.5 | 8 |
| COc1ccc(-c2nnn(CC(=O)N3CCOCC3)n2)cc1 | -32 | 0.7 | 0.2 | -10 |
| COc1ccccc1CNC(=O)c1cc2c(s1)CSC2 | 11 | -0.6 | -0.1 | -2 |
| O=C(Nc1c2c(nn1-c1ccc(Cl)cc1)CS(=O)(=O)C2)c1cccc(F)c1 | 5 | 0.1 | 0.2 | -6 |
| COc1ccccc1N1CCN(C(=O)Cn2c3ccccc3c(=O)c3cc(C)ccc32)CC1 | -2 | -0.2 | 0.1 | 18 |
| C=CCNc1oc2c(O)cc(=O)[nH]c2c1C#N | 7 | 2.7 | -0.2 | 8 |
| COc1ccc(CNC(=O)C2CC(=O)N(C3CCCC3)C2)cc1 (centres undefined) | -11 | -0.8 | 0.0 | -5 |
| CCOC(=O)c1ccsc1NC(=O)c1ccccc1OC | -11 | 0.4 | 0.0 | -1 |
| Cc1cccc(C)c1NC(=O)c1sc(=S)n(CCc2ccccc2)c1N | 7 | -1.0 | -0.1 | 4 |
| CC(C)(C)c1cccc(OCCON2C(=O)CCC2=O)c1 | -8 | 0.2 | 0.7 | 1 |
| COc1ccc(NCc2nc3ccccc3n2Cc2ccccc2)cc1 | 12 | 0.1 | -0.2 | -36 |
| Cc1ccccc1Cn1cnc2scc(-c3ccccc3)c2c1=O | -14 | 1.3 | -0.1 | -7 |
| Cc1noc(C)c1S(=O)(=O)N1CCC(C)CC1 | -9 | 0.3 | 0.2 | -1 |

New compounds follow
| SMILES | MITF primary | GPR151 activ | FBW7 activator | TEAD-YAP inh |
| --- | --- | --- | --- | --- |
| COC(=O)c1cc(S(=O)(=O)N2CCN(S(=O)(=O)c3ccc(Cl)c(C(=O)OC)c3)CC2)ccc1Cl | -10 | 1.4 | -0.1 | -1 |
| Cc1ccc(-c2csc(NC(=O)CCCOc3ccc(C(C)(C)C)cc3)n2)cc1 | -3 | 2.9 | -0.1 | -4 |
| COC(=O)c1ccc(C)c(NC(=O)CSc2nnc(-c3ccc4c(c3)OCO4)o2)c1 | 2 | -0.6 | -0.1 | -2 |
| Cc1c(Cc2ccc3c(c2)OCO3)sc(NC(=O)C2CCCCC2)c1C(N)=O | 10 | -2.4 | 0.0 | 1 |
| Cc1c(C(=O)N(C)C)sc2c1c(=O)n(-c1ccccc1)c(=O)n2Cc1ccccc1C#N | 6 | -1.3 | 0.1 | 2 |
| O=C(O)c1ccc2c(c1)C(=O)N(Cc1ccc3c(c1)OCO3)C2=O | 18 | -0.2 | 1.3 | 4 |
| OCCOCCOc1ccccc1OCCOCCO | -13 | -0.7 | 0.1 | -2 |
| CC1=CC(C)C(C(=O)O)C(C(=O)NCc2cccnc2)C1 (centres undefined) | 13 | 2.1 | 0.1 | -2 |
| COc1ccc2nc(N3CCC(C(=O)NCCN4CCCCCC4)CC3)sc2c1 | 3 | -0.8 | 0.1 | -6 |
| Nc1cc(=O)nc(SCC(=O)Nc2ccccn2)n1-c1ccccc1 | 8 | 0.8 | 0.3 | 8 |
| CCOC(=O)C1=C(C)OC(N)=C(C#N)C1c1cc(Br)c(CC)s1 (centres undefined) | 7 | 2.7 | -0.1 | 8 |
| COc1ccc(N2CCN(C(=O)CSc3ccc(C)cc3)CC2)cc1 | 10 | 0.0 | 0.1 | 1 |
| COc1cc(/C=C2\SC(=O)N(CC(=O)Nc3cccc(C)c3)C2=O)cc([N+](=O)[O-])c1O | -15 | 0.3 | -0.1 | 5 |
| COC(=O)C/C=C/[C@@H](C)[C@@H](/C=N/OC[C@@H](C)[C@H](OCc1ccccc1)C(C)C)NS(=O)(=O)c1ccc(C)cc1 | 6 | 0.0 | -0.1 | x |
| Cc1nc2c(c(=O)[nH]1)CN(Cc1ccccc1)CC2 | 8 | 0.3 | 0.4 | -6 |
| Cc1ccc(S(=O)(=O)N2CCN(C(=O)COc3ccc(Cl)cc3)CC2)cc1 | 9 | 0.2 | 0.2 | 2 |
| COc1ccc(/C=C2\N=C(c3ccc(C)c([N+](=O)[O-])c3)OC2=O)cc1 | -8 | -0.8 | 0.7 | 1 |
| Cc1nc(N2CCOCC2)c2c(C)c(C(=O)Nc3cc(F)ccc3C)sc2n1 | 10 | 2.2 | 0.2 | -8 |
